NSD2 inh – NSD2 histone methyltransferase inhibitors, primary screen, biochemical, AlphaScreen, single concentration, set 2 | 310,000 tested, 0.54% active | inhibition, % at 12.5 µM | AID 743445, 2014 | NSD2 peptide methylation, 120 min; in the data active = inhibition above about 50%
Arrestin-AP2 inh – inhibitors of beta-arrestin/AP2 binding, primary screen, biochemical, GPCR trafficking, flow cytometry. inhibition, % at 10 µM. AID 504490, 2011. 340,000 tested, 0.31% active. FITC-arrestin peptide / GST-AP2 beads; AP2 beta2 appendage carries R879A mutation;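 active = inhibition above a set limit, near 3 SD of compounds lacking own fluorescence, cut at about 54% in these data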;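 also: plate controls were DMSO wells for no effect and 5 µM unlabelled arrestin peptide for full effect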
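Measured by: flow cytometry, FL1 (488/535 nm); Material: AP2 appendage R879A on GSH beads; Evaluation: percent response; Timing: pre-incubation 12 min, peptide binding 1 h, room temperature; Also added: 50 nM FITC-arrestin peptide; Medium: PBS with 0.05% Tween 20 and 0.1% BSA.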
DAGLB inhibitor – DAGLB lipase inhibitors, primary screen, biochemical, fluorescence, HTS; 340,000 tested, 0.059% active; inhibition, % at 5.17 µM; HEK293T DAGLB membrane lysate, EnzChek fluorogenic substrate; in the data active = inhibition above about 34%;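 also: 0% = enzyme with vehicle and 100% = wells lacking enzyme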
V-ATPase pHluor – regulators of yeast V-ATPase proton pumping, primary screen, pHLuorin cytosolic pH fluorescence; S. cerevisiae; response, % at 10 µM; 350,000 tested, 0.37% active; AID 504577, 2011; in the data active = response mostly above about 7.3%, no sharp cut-off; inactive = mostly below about 5.4%; also: actives read high; inactives centre near 0; some compounds called inactive have numbers as strong as hits
Keap1 Nrf2 FP – Keap1-Nrf2 protein-protein interaction inhibitors, primary screen, biochemical, fluorescence polarization, single point | inhibition, % at 9.4 µM | 340,000 tested, 0.15% active | Kelch-like ECH-associated protein 1 (Homo sapiens), Q14145 | Keap1 Kelch-Nrf2 peptide fluorescence polarization, 1536-well; in the data active = inhibition above about 12%;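 also: human Keap1 Kelch domain with fluorescein labeled Nrf2 9mer peptide probe; 0% = neutral control wells and 100% = peptide positive control; higher means more block of Keap1 binding to Nrf2 peptide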
Target sequence (Q14145 whole entry, looked up, the tested form may be a part): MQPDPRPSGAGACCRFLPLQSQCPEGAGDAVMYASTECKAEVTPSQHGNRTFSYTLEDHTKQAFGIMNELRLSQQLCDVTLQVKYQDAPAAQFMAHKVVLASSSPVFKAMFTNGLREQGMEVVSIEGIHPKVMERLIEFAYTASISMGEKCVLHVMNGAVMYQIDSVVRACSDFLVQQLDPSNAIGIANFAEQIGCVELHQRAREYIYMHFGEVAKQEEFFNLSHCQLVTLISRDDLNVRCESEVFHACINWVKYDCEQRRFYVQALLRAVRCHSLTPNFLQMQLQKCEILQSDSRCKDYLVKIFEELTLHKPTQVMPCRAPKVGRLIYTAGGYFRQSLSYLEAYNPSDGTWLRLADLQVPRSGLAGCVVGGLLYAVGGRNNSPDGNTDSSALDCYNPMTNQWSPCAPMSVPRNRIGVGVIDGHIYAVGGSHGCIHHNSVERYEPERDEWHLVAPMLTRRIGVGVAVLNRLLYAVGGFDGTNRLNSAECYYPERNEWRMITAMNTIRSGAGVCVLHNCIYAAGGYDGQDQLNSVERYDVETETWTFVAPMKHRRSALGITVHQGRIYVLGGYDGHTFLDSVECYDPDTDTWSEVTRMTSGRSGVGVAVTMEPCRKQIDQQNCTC
CAL PDZ FP-1 – untagged CAL PDZ binding inhibitors, primary screen, biochemical, fluorescence polarization, HTS. 300,000 tested, 0.92% active. Golgi-associated PDZ and coiled-coil motif-containing protein (Homo sapiens), Q9HD26. inhibition, % at 24.9 µM. purified CAL PDZ, TMR-peptide fluorescence polarization, 1 h. AID 602252, 2012;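 active = mean inhibition of at least 30% with at least half of replicates also reaching 30%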;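 also: 0% = DMSO neutral control and 100% = excess unlabeled competitor peptide PRC23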
RTF Ca sens inh – cardiac RTF calcium sensitivity inhibitors, primary screen, biochemical, IANBD-TnC fluorescence, EC70 calcium. Troponin I, cardiac muscle (Homo sapiens) + Troponin T, cardiac muscle (Homo sapiens) + …. IANBD-labeled cardiac RTF, Ca2+ fluorescence. 340,000 tested, 0.12% active. inhibition, % at 7.15 µM;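 active = inhibition above the mean inhibition of all tested compounds plus 3 SD, cut at about 17% in these data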;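 also: assay run at fixed EC70 calcium of 1.6 mM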
LANA DNA inh – inhibitors of KSHV C-LANA binding to DNA, primary screen, biochemical, fluorescence polarization, FAM-LBS DNA, MBP-C-LANA, single point | Kaposi's sarcoma herpesvirus LANA C-terminal domain (residues 932-1162) DNA binding | inhibition, % at 9 µM | AID 504423, 2011 | 340,000 tested, 0.078% active;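 active = highest replicate inhibition at or above 60% at 9 µM, even if other replicates fall short; inactive = all replicates below 60% inhibition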;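 also: 0% = neutral control wells and 100% = 4 µM acridine orange control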
Pemphigus Ab inh – inhibitors of pemphigus antibody binding to DSG3, primary screen, biochemical, bead-based, flow cytometry, scFv-GFP | Desmoglein-3 (Homo sapiens), P32926 | DSG3-coupled beads, scFv-anti-DSG3-GFP binding; active compounds read low | binding (percent of control), % at 10 µM | AID 588358, 2011 | 310,000 tested, 0.48% active;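 active = binding more than 3 SD below its plate's average and above zero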;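 also: hits lower antibody fragment binding to DSG3; some compounds called inactive have numbers as strong as hits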
CAL PDZ FP-2 – CAL PDZ peptide-binding inhibitors, primary screen, biochemical, fluorescence polarization, Cer-tagged CAL PDZ, HTS; AID 504414, 2011; Golgi-associated PDZ and coiled-coil motif-containing protein (Homo sapiens), Q9HD26; purified CAL PDZ, TMR-peptide fluorescence polarization, 1 h; 330,000 tested, 0.02% active; inhibition, % at 20 µM;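 active = highest replicate inhibition of at least 40%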;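 also: plate controls were DMSO neutral control wells for no effect and unlabeled competitor peptide control wells for full effect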
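Material: tagged CAL PDZ protein CerCALP, purified; buffer or medium: sodium phosphate/NaCl buffer pH 7.4 with TCEP, IgG, Thesit; also added: fluorescent TMR peptide probe; schedule: 1 h incubation at room temperature before polarization reading; technique: fluorescence polarization from S- and P-plane intensities, G-factor corrected; control set: unlabelled peptide and DMSO controls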
* = called active by the depositor; / = not tested or not shown.

Each structure is followed by: NSD2 inh | Arrestin-AP2 inh | DAGLB inhibitor | V-ATPase pHluor | Keap1 Nrf2 FP | CAL PDZ FP-1 | RTF Ca sens inh | LANA DNA inh | Pemphigus Ab inh | CAL PDZ FP-2
(1) CCN(CC)S(=O)(=O)c1ccc(NS(=O)(=O)c2ccc(C)c(C)c2)cc1
 : -0.4 | 35.4 | -4.6 | -2.9 | 3.0 | -3.4 | 1.1 | -1.1 | 107.6 | -0.2
(2) Nc1nccc(-c2nn(-c3ccc(Cl)cc3)ccc2=O)n1
 : -4.6 | 8.7 | -2.0 | 0.6 | -3.6 | -3.7 | -5.3 | -1.1 | / | 0.9
(3) COc1ccc(CN(C)C(=O)c2cccc(C(=O)N(C)Cc3ccc(OC)cc3)c2)cc1
 : 1.0 | -1.4 | -2.4 | -0.7 | -0.3 | 2.3 | -9.8 | 1.0 | 86.0 | -0.3
(4) COc1cc([N+](=O)[O-])cc(/C=N/NC(=O)c2cccnc2)c1O
 : 4.8 | 13.6 | 2.8 | 6.3 | -3.8 | 1.6 | -4.0 | -0.9 | 90.3 | -0.8
(5) CCOC(=O)c1c(NC(=O)CSc2nnc(Cc3ccccc3)o2)sc(C(C)=O)c1C
 : 14.0 | 18.2 | 0.1 | -0.9 | -1.3 | -1.6 | -3.1 | -0.3 | / | -2.9
(6) CC1(C)Cc2nc(-c3ccccc3)nc(SCC(=O)N3CCCC3)c2CO1
 : 1.4 | 43.6 | -1.3 | -1.3 | 2.1 | -1.8 | -4.0 | -0.2 | / | -0.3
(7) COc1ccc(OC)c(C2=C/C(=C/c3ccccn3)C(=O)O2)c1
 : -0.1 | 30.3 | -11.4 | 0.2 | -5.5 | -6.0 | -32.6 | -0.3 | 111.4 | -0.6
(8) O=C(/C=C\c1ccccc1)Oc1cccc2cccnc12
 : 7.7 | 20.7 | 0.9 | -2.0 | -6.4 | -5.9 | -3.6 | / | 119.3 | -0.1
(9) Cn1nnc2cc(C(=O)Nc3ccc4ccccc4c3)ccc21
 : -0.9 | -7.1 | 3.4 | 5.1 | -6.2 | -1.5 | -2.6 | -0.7 | 81.8 | -4.0
(10) Cc1cc(=O)[nH]c(N/N=C/c2ccc(F)cc2)n1
 : -2.0 | -4.0 | -0.4 | -0.9 | 0.8 | -2.6 | 1.1 | -3.7 | 96.7 | 1.0
(11) COc1ccccc1NC(=O)C1CCCN(S(=O)(=O)c2ccc3c(c2)CC(C)N3C(C)=O)C1 (centres undefined)
 : / | 19.5 | -6.5 | 1.0 | -1.1 | 0.5 | 3.2 | -1.1 | 100.6 | -2.6
(12) COc1ccc(NC(=O)c2c(F)c(F)c(F)c(F)c2F)cc1Cl
 : -5.4 | 28.4 | -2.2 | 0.9 | 0.9 | / | -1.0 | 0.8 | 94.4 | 0.2
(13) O=C1OCCC/C1=C\c1ccc2c(c1)OCO2
 : -3.5 | 28.9 | -1.2 | -2.5 | 1.3 | -4.5 | -0.7 | 1.4 | 88.8 | 0.1
(14) Cc1cccc(NC(=O)c2nc[nH]c2C(=O)NCCCCCCNC(=O)c2[nH]cnc2C(=O)Nc2cccc(C)c2)c1
 : / | -4.9 | 2.4 | -0.8 | -3.5 | -0.5 | -12.9 | -1.3 | 99.2 | 1.7
(15) Oc1ccc(-c2[nH]ncc2-c2ccc(Cl)cc2)c(O)c1
 : 1.5 | -10.0 | -0.2 | 2.2 | 1.5 | -6.2 | 5.6 | -0.5 | / | -0.2

Part of the list above, reduced to Keap1 Nrf2 FP and Arrestin-AP2 inh.
# | Molecule | Keap1 Nrf2 FP | Arrestin-AP2 inh
2 | Nc1nccc(-c2nn(-c3ccc(Cl)cc3)ccc2=O)n1 | -3.6 | 8.7
15 | Oc1ccc(-c2[nH]ncc2-c2ccc(Cl)cc2)c(O)c1 | 1.5 | -10.0
3 | COc1ccc(CN(C)C(=O)c2cccc(C(=O)N(C)Cc3ccc(OC)cc3)c2)cc1 | -0.3 | -1.4

The list continues:
Each structure is followed by: NSD2 inh | Arrestin-AP2 inh | DAGLB inhibitor | V-ATPase pHluor | Keap1 Nrf2 FP | CAL PDZ FP-1 | RTF Ca sens inh | LANA DNA inh | Pemphigus Ab inh | CAL PDZ FP-2
(16) CCCCn1c(N)c(N(CC(C)C)C(=O)c2oc3ccc(OC)cc3c2C)c(=O)[nH]c1=O
 : -2.6 | -1.3 | 5.9 | -1.1 | -0.8 | -4.7 | -7.7 | 2.0 | 100.8 | -2.1
(17) C[C@H](CO)N1C[C@H](C)[C@@H](CN(C)CC2CCCCC2)Oc2ccc(NC(=O)CCN3CCOCC3)cc2C1=O
 : / | / | -2.6 | 2.7 | 0.8 | -7.0 | 3.8 | 1.9 | 100.5 | 0.2
(18) Cc1cccc(NC(=O)c2ccc(N(C)C3CCCCC3)c([N+](=O)[O-])c2)n1
 : 4.5 | 2.0 | 2.8 | -1.6 | 0.6 | -3.4 | -3.7 | -1.0 | 100.8 | /
(19) COc1cc(-n2c(C)nc3cc(C(=O)N4CCOCC4)ccc32)cc(OC)c1OC
 : 3.3 | 3.2 | -1.6 | -2.4 | -2.7 | -2.6 | -1.8 | -1.2 | / | 0.1
(20) COc1ccc(N/C=C(\C#N)c2ccc(OCCCF)cc2)cc1
 : -4.3 | 1.9 | 0.4 | 5.1 | -5.3 | 0.1 | -4.2 | -0.7 | 62.1 | -0.8
(21) Cc1nn(CC(=O)NCCC2=CCCCC2)c(C)c1S(=O)(=O)N(C)C
 : -0.9 | -7.4 | 3.1 | -1.6 | 0.4 | 0.7 | -11.1 | 0.9 | 95.0 | 0.2
(22) Cc1ccccc1C(=O)N/N=C1\SCC(=O)N1Cc1ccco1
 : 7.2 | -3.7 | 2.3 | 1.8 | 2.6 | 1.5 | 6.6 | -0.2 | 97.2 | -0.4
(23) CCNC(=O)CSc1ncnc2sccc12
 : -0.9 | 1.4 | -1.9 | -2.8 | -1.3 | 2.9 | -9.7 | 0.8 | / | -3.9
(24) O=C(c1cccc(S(=O)(=O)Nc2ccccc2F)c1)N1CCN(c2ccccc2F)CC1
 : -1.3 | 4.0 | 1.2 | -1.2 | -1.5 | -5.5 | -0.3 | -0.7 | 102.2 | -1.6
(25) COc1ccc(C(C(=O)NC2CCCC2)N(C(=O)Cc2cccs2)C2CC2)cc1OC (centres undefined)
 : -1.9 | 12.4 | -2.7 | 1.9 | 3.4 | -4.1 | -3.2 | -1.3 | 92.0 | -3.1
(26) COCCCNC(=O)C(C#N)c1nc2ccccc2nc1N1CCCC1 (centres undefined)
 : -3.7 | 3.4 | 2.0 | 0.2 | -7.2 | -3.5 | -7.7 | -3.5 | 109.9 | -1.0
(27) O=C(NN=Cc1ccc(Cl)cc1Cl)C1CC1
 : 0.1 | 5.2 | -2.4 | 0.0 | 0.4 | -7.5 | -17.6 | -0.8 | 130.5 | -1.8
(28) Cn1c(SCC(=O)Nc2ccc3c(c2)n(C)c(=O)n3C)nnc1-c1ccncc1
 : -2.6 | 8.3 | -3.6 | 5.0 | -5.7 | 0.2 | -7.0 | 1.0 | / | -2.8
(29) CC(C(=O)Nc1ncc([N+](=O)[O-])s1)N1C(=O)c2ccccc2S1(=O)=O (centres undefined)
 : 2.7 | 23.9 | -1.0 | 1.1 | 5.8 | -7.9 | -1.8 | -0.9 | 93.4 | -0.7
(30) Cc1ccc(OCC(O)CNCc2ccc(F)cc2)cc1 (centres undefined)
 : 0.1 | 18.5 | -9.4 | 2.1 | 1.6 | -4.8 | -24.4 | -0.2 | / | -2.5
(31) c1ccc(-c2nc(-c3ccccn3)nc(-c3ccccn3)n2)nc1
 : -1.8 | 19.1 | 0.9 | -0.9 | 6.2 | -7.2 | -10.1 | -1.3 | 94.1 | -0.1
(32) COc1ccc(-c2ccc3c(N)c(C(=O)c4cccc(OC)c4)sc3n2)cc1
 : -1.3 | 25.4 | -2.0 | -3.2 | -1.5 | / | -3.7 | 0.1 | 91.2 | -0.1
(33) COc1ccc(CC(=O)Nc2ccc(OC)nc2)cc1
 : -0.9 | 16.7 | 1.4 | -0.4 | -1.2 | 3.6 | -4.2 | 1.5 | 102.4 | -22.3
(34) C/C(=N\Nc1ccc(S(N)(=O)=O)cc1[N+](=O)[O-])c1ccccc1O
 : / | 15.5 | 9.3 | -4.1 | 3.6 | 3.8 | -5.9 | -0.6 | 71.6* | 1.0
(35) CCN(CC)C(=O)c1ccccc1NC(=O)c1ccccc1
 : -2.2 | 21.1 | 1.0 | 1.1 | 4.2 | 1.1 | -3.4 | 0.4 | 104.4 | -8.9
(36) CCc1nnc(NS(=O)(=O)c2ccccc2)s1
 : -0.2 | -25.5 | -0.8 | -2.1 | 0.4 | -8.1 | -5.1 | 0.7 | 111.1 | -3.2
(37) CC(=O)NC1C(OCCOc2ccc(Cl)cc2C)OC(CO)C(O)C1O (centres undefined)
 : -1.1 | -9.8 | -1.9 | 2.1 | -4.2 | -5.2 | -19.2 | -2.8 | 114.3 | -1.1
(38) Cc1ccc(N/C(N)=N/c2nc3c(c(=O)[nH]2)CCCC3)c(C)c1
 : / | 20.1 | 0.1 | -1.0 | 0.3 | -3.3 | -1.9 | -0.4 | 108.0 | -2.7
(39) Cc1ccc(N2C(N)=NC(N)=NC23CCCC3)c(C)c1
 : 4.7 | 1.5 | 0.5 | -2.2 | -2.4 | -1.2 | -8.1 | -1.4 | 111.9 | 0.7
(40) Cc1c(CC(=O)N[C@H](C(=O)O)C(C)C)c(=O)oc2cc3c(cc12)CCC(C)(C)O3
 : 0.8 | 0.1 | -0.7 | 1.3 | -4.4 | -3.6 | -4.8 | 2.8 | 98.8 | -2.1
(41) CS(=O)(=O)N(Cc1ccccc1)c1ccc(C(=O)NN=C2CCCCCC2)cc1
 : -1.1 | 9.3 | 0.7 | 0.6 | -0.5 | 0.5 | -10.8 | -0.7 | 123.7 | -2.4
(42) Clc1ccc(C[n+]2cc(-c3ccccc3)n3c2CCCCC3)c(Cl)c1
 : 1.4 | -15.5 | 0.9 | -1.2 | -3.9 | / | 3.4 | -1.0 | 106.5 | 0.3

Some of the compounds tested. The share of hits here may be higher or lower than overall.
